Source: PubChem BioAssay (Broad Institute)
PGC1a acetyl inh = modulators of PGC1a acetylation. U2OS PGC1a acetylation, AlphaScreen anti-acetyl-lysine; with virally co-expressed GCN5 acetyltransferase. inhibition, % at 15.6 µM. 350,000 compounds, 0.17% hits. AID 651687;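 active = every replicate shows inhibition of at least 40%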;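 note: 0% = neutral control wells and 100% = positive control wells; some results beyond the cut were filed as inactive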
Statin myotox sup = protects C2C12 myotubes from simvastatin toxicity; rescue of ATP level, % at 7.49 µM; 330,000 compounds, 0.78% hits; ATP luminescence, 48 h; scaled: DMSO 0, geranylgeraniol control 100;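 active = mean ATP rescue above about 67%, or every replicate alone reaching that limit, limit read from the data, passing the limit was not always enough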;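 note: myotubes were challenged with 10 µM simvastatin during compound exposure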
PAX8 reporter = lowers PAX8-driven luciferase in RMG-I cells. RMG-I TPO-luciferase reporter, SteadyGlo, 24 h. inhibition, % at 12.6 µM. 360,000 compounds, 1.2% hits;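 active = mean replicate inhibition at least 60% with every replicate also reaching 60%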;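 note: luciferase light reporting Pax8 driven TPO promoter activity; plate controls were median of neutral control wells for no effect and mitoxantrone controls for full effect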
ARNT TACC3 PPI = disruptors of human ARNT/TACC3 interaction. Q9Y6A5. AlphaScreen His-ARNT PAS-B/GST-TACC3 binding, luminescence; TACC3 fragment carries E629A point mutation. inhibition, % at 9.99 µM. 390,000 compounds, 0.66% hits. AID 623870;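 active = mean inhibition of replicates at least 50% and at least half of replicates each reaching 50%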;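 note: 0% = complete ARNT plus TACC3 wells and 100% = ARNT alone without TACC3; many hits fall short of the cut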
LGR2 inh = inhibitors of bursicon-induced Drosophila LGR2 receptor cAMP signaling; HEK293 LGR2, CRE-luciferase, bursicon-stimulated, 4 h; 380,000 compounds, 0.35% hits; inhibition, % at 9.99 µM;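 active = drop in luminescence signal, shown as inhibition above about 50% in the replicate tests, limit read from the data, passing the limit was not always enough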;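 note: agonist challenge used bursicon conditioned medium at about half maximal strength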
Cneo AK release = causes C. neoformans cell lysis. adenylate kinase release luminescence, 4 h; normalised: neutral wells 0, clomiphene wells 100. lysis activity, % at 15 µM. 360,000 compounds, 0.2% hits;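 active = mean lysis activity across replicates of at least 80%, whatever share of replicates individually reach that level; inactive = mean lysis activity below 80%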
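Test system: log-phase Cryptococcus neoformans yeast cells. Input: 5 × 10^6 yeast cells/mL. Medium: fresh YPD growth medium. Doses: single dose. Incubation: static 4 h at 37 °C with compound, 1 h detection. Measured by: luminescent adenylate kinase detection reagent. Read-out: signal increase indicating cell lysis. Benchmarks: Clomiphene.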
GSIS activator = primary screen for activators of insulin secretion dependent on glucose, INS-1E cells, GLuc reporter luminescence. activation, % at 16.6 µM. 370,000 compounds, 0.61% hits. INS-1E GLuc reporter insulin secretion, 2-3 h. AID 743287;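 active = lowest replicate activation of at least 40%, so every replicate reaches that level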;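 note: 0% = median of neutral control wells and 100% = median of IBMX positive control wells; some compounds called inactive have numbers as strong as hits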
PglD inh = inhibitors of Campylobacter jejuni PglD acetyltransferase. purified PglD enzyme, DTNB colorimetric CoA detection. inhibition, % at 12.5 µM. 360,000 compounds, 0.098% hits. AID 602405; in the data active = inhibition above about 16%, passing the limit was not always enough; note: strong numbers were not always called active
An asterisk follows results filed as active; nt = no result given; & = joins results of further samples.

The line under a structure holds: PGC1a acetyl inh	Statin myotox sup	PAX8 reporter	ARNT TACC3 PPI	LGR2 inh	Cneo AK release	GSIS activator	PglD inh
[1] O=C(O)c1ccccc1C(=O)Nn1cnnc1
    0.9	20.0	-41.0	-8.4	-5.5	-0.1	-7.7	-4.6
[2] Cc1cccc(N2CCN(C(=O)Cn3sc4nc(C)cc(C)c4c3=O)CC2C)c1 (stereo unspecified)
    2.1	4.0	nt	-1.4	nt	-3.4	nt	2.9
[3] Cc1ccc(S(=O)(=O)Nc2ccc3c(c2)C(=O)N([C@H](C)CO)C[C@@H](C)[C@H](CN(C)C(=O)NC2CCCCC2)OCCCC[C@H](C)O3)cc1
    -8.2	nt	37.4	-3.6	37.7	0.4	-25.2	2.0
[4] C[C@@H]1CN([C@@H](C)CO)C(=O)Cc2cc(NC(=O)NC3CCCCC3)ccc2O[C@H]1CN(C)S(=O)(=O)c1ccc(Cl)cc1
    3.0	-44.7	2.5	2.0	2.5	-9.3	-18.0	6.6
[5] COc1cccc(C(=O)Nc2ccc3c(c2)C(=O)N(C)[C@H]2CC[C@H](CC(=O)NCc4ccc(F)cc4)O[C@@H]2CO3)c1
    -4.3	26.3	26.6	1.0	2.4	-2.0	-12.0	-0.1
[6] COc1ccc(C(=O)NC2CC(C)(C)NC(C)(C)C2)cc1OC
    3.9	-3.6	8.9	-0.7	14.2	-1.4	12.2	-0.5
[7] CCC(=O)N[C@H]1CC[C@H](CC(=O)NCCN2CCCCC2)O[C@H]1CO
    6.0	1.0	0.6	-6.7	-5.6	3.3	0.7	15.0
[8] COc1ccc(NC(=S)Nc2ccc(N)c([N+](=O)[O-])c2)cc1
    2.2	-17.1	-41.5	17.7	nt	-1.5	nt	6.9
[9] COc1ccc(NC(=O)Nc2cccc3c2O[C@H](CN(C)S(=O)(=O)c2cccs2)[C@@H](C)CN([C@@H](C)CO)C3=O)cc1
    29.2	nt	nt	2.9	-15.5	56.2	-4.5	-2.4
[10] Cc1cc(C)nc(NC=C2C(=O)OC(C)(C)OC2=O)n1
    nt	nt	-2.4	0.2	-2.1	nt	-6.4	nt
[11] Cc1ccc([N+](=O)[O-])cc1S(=O)(=O)N1CCN(C)CC1
    -8.6	nt	-5.6	-5.4	9.8	nt	-3.9	nt
[12] O=C(CCCOc1ccc(Br)cc1)NCCc1ccc(OC(F)F)cc1
    -6.7	-3.7	-109.6	0.6	-0.3	-1.7	-5.1	2.6
[13] c1ccc(-c2nc(N3CCCCC3)nc3ccccc23)cc1
    -1.3	12.8	nt	-47.4	nt	3.6	nt	2.4
[14] COc1ccc(C(CNC(=O)COc2c(C)cc(C)cc2C)N2CCOCC2)cc1 (stereo unspecified)
    nt	12.4	13.7	1.6	-5.2	-1.3	-39.4	-1.9
[15] O=C(CC12CC3CC(CC(Br)(C3)C1)C2)Nc1cccc(S(=O)(=O)NC2=NCCC2)c1
    -29.6	6.9	-1.1	10.3	-0.5	-2.7	6.3	7.9
[16] COCCn1c(-c2ccc(OC)cc2)cnc1N
    4.7	-0.8	nt	45.3*	nt	0.5	nt	-2.2
[17] O=C(NNC(=O)c1ccccc1[N+](=O)[O-])c1cccs1
    nt	nt	-6.1	-6.8	-3.8	nt	-8.8	nt
[18] Cc1ccc(C(C)C)c(OCC(=O)NNC(=O)Cn2[nH]c(=O)c3ccccc3c2=O)c1
    3.7	-3.2	-1.6	-1.7	4.8	0.6	13.4	-0.2
[19] Nc1ccc2c(c1)C(=O)N(CCCCCC(=O)O)C2
    12.0	-2.4	nt	15.8	nt	-1.1	nt	5.4
[20] CCCCCCCCC(=O)N/N=C(\C)c1cccnc1
    -17.3	5.4	-4.2	-7.9	nt	-0.5	nt	-5.2
[21] CC1(C)NC(=O)NC2(C)NC(=O)NC(C)(C)C12 (stereo unspecified)
    1.2	-2.3	-3.7	-8.6	nt	-2.5	nt	-4.8
[22] COc1ccc(-n2c(Cc3cccn3C)nnc2SCC(=O)NC2CCCC2)cc1
    nt	3.8	8.7	9.0	5.9	-0.7	3.1	2.4
[23] CCN1C(=O)[C@H]2[C@H]3CN=C(SCc4ccc(C)cc4)N3[C@@](Cc3ccccc3)(C(=O)OC)[C@H]2C1=O
    -2.0	-6.4	-2.4	-3.7	-7.6	-1.7	-38.7	2.8
[24] COc1ccc(N2CCN(S(=O)(=O)CCNC(=O)COc3ccc(Cl)cc3)CC2)cc1
    2.1	-8.8	19.0	-4.0	-0.7	4.8	4.0	-0.1
[25] Cc1cc(NC(=O)CSc2nc3cc4c(cc3c(=O)n2CCc2ccccc2)OCO4)no1
    nt	-15.9	6.9	-2.3	nt	-0.4	nt	1.6
[26] COC(=O)c1ccccc1NC(=S)NC(NC(=O)COc1ccccc1)C(Cl)(Cl)Cl (stereo unspecified)
    0.6	2.7	nt	2.8	nt	-3.5	nt	0.2
[27] COc1ccc(OC)c(CNc2ccc3c(c2)CCC3)c1
    -11.5	-15.9	-6.3	0.3	-35.8	1.6	-6.2	-4.2
[28] CC1CN(c2ccc(Oc3ccccc3)cc2)c2nc3c(c(=O)[nH]c(=O)n3C)n2C1 (stereo unspecified)
    -3.5	nt	nt	-10.7	0.6	0.8	4.8	7.7
[29] CCCn1c(SCC(=O)N(C)C2CCCCC2)n[nH]c1=O
    3.6	-20.5	-19.8	nt	3.6	-0.9	7.7	-5.0
[30] CN(C)CCCNC(=O)c1ccccc1Oc1ccccc1
    1.1	nt	-8.7	-27.5	-5.0	-0.9	12.3	0.7
[31] CN(C)C(=O)c1ccc(-c2ccc([C@@H]3[C@@H](CO)N4C(=O)CN(C(=O)C5CC5)C[C@H]34)cc2)cc1
    -0.7	nt	-6.1	nt	-9.1	nt	9.8	nt
[32] O=C(NCc1ccc2c(c1)OCO2)C1CCN(c2ncccn2)CC1
    0.9	-0.9	nt	2.3	nt	-0.2	nt	2.0
[33] Cc1noc(C)c1NC(=O)N[C@H]1CC[C@H](CCNC(=O)C2CCCC2)O[C@@H]1CO
    7.7	-6.4	-13.6	-8.6	3.7	-0.9	11.7	0.9
[34] CN(c1ccccc1C(=O)Nc1ccc(F)c(Cl)c1)S(C)(=O)=O
    -16.4	3.3	8.3	-3.3	-22.5	1.5	-18.0	-2.5
[35] C[C@]12C=CC(=O)C=C1CCC1C3CC[C@](O)(C(=O)CO)[C@@]3(C)CC3OC312 (stereo partly specified)
    -17.6	nt	-15.8	-5.2	-1.6	2.7	-2.6	-3.4
[36] CC1CN(CCCCOc2ccc(F)cc2)CC(C)O1 (stereo unspecified)
    -9.4	nt	7.2	7.4	-0.7	nt	20.5	nt
[37] CCCCC(=O)Nc1ccc2c(c1)oc1ccccc12
    0.5	nt	-234.3	1.3	nt	nt	15.7	nt
[38] COc1cc(OC)c(OC)cc1/C=N/n1c(C)nnc1C
    7.6	12.6	nt	-10.9	nt	9.1	nt	2.4
[39] O=C(CNc1cccc2ccccc12)N/N=C/C(Br)=C/c1ccccc1
    -213.4	44.9	nt	5.5	nt	5.7	nt	-1.2
[40] CC1CC2C3CCC4=CC(=O)CCC4(C)C3CCC2(C)C1(O)C(=O)CO (stereo unspecified)
    -3.4	9.9	-0.3	-3.9	17.6	3.6	nt	10.7
[41] COc1ccn(C2CCCCO2)c(=O)n1 (stereo unspecified)
    -3.0	-0.3	-2.0	-8.4	nt	2.8	nt	2.8
[42] Cc1ccccc1OCCNc1cc(N2CCCCC2)ccc1[N+](=O)[O-]
    -17.2	-27.6	-41.9	5.5	nt	1.4	nt	3.7
[43] C[C@@H]1CN([C@@H](C)CO)C(=O)Cc2cc(NS(=O)(=O)c3cccs3)ccc2O[C@H]1CN(C)C
    -0.4	5.4	1.7	-9.2	-16.2	-0.6	-1.8	-2.6
[44] C[C@@H]1CN([C@@H](C)CO)C(=O)c2cc(NC(=O)Nc3ccccc3)ccc2O[C@@H](C)CCCCO[C@H]1CN(C)C(=O)Nc1ccc(C(F)(F)F)cc1
    1.5	6.5	35.5	nt	3.2	1.9	-6.8&28.1	-3.4
[45] O=C(NN1C(=O)C2C3C=CC(C3)C2C1=O)c1ccncc1 (stereo unspecified)
    nt	nt	6.2	-0.1	8.8	nt	13.6	nt
[46] N#Cc1ccccc1S(=O)(=O)N1CCN(C(=O)CCc2ccccc2)CC1
    -1.5	2.8	4.0	-1.5	-0.3	1.8	-3.6	0.7
[47] C[C@@H]1CN([C@H](C)CO)C(=O)c2cc(NC(=O)CCC(F)(F)F)ccc2O[C@@H](C)CCCCO[C@@H]1CN(C)Cc1ccc(C(=O)O)cc1
    -10.1	nt	nt	-8.7	-12.1	-0.7	9.1	1.6
[48] CSc1nc2c([nH]1)c(=S)n(C)c(=O)n2C
    9.0	-1.5	-19.6	3.0	nt	-1.9	nt	-8.2
[49] COc1cc(OC)cc(-c2c(-c3ccc(C(C)=O)cc3)c3cc(-c4cccc5[nH]ccc45)ccc3n2C)c1
    -24.8	-9.4	48.0	-4.5	1.0	5.1	4.4	-1.6
[50] C[C@@H]1CCCCO[C@H](CN(C)Cc2ccccc2)[C@H](C)CN([C@@H](C)CO)C(=O)c2cc(NC(=O)c3ccncc3)ccc2O1
    0.1	nt	-7.0	3.3	-1.0	-2.9	3.9	1.4
[51] COc1ccc(Cl)cc1NS(=O)(=O)c1cccc(C(=O)N2CC(C)OC(C)C2)c1 (stereo unspecified)
    1.2	-1.4	10.8	3.8	-2.3	1.9	-5.8	3.4
[52] O=C(c1ccccc1)c1cnc2ccc(Cl)cc2c1N1CCOCC1
    nt	5.6	3.6	4.4	-6.6	-1.1	16.5	3.5
[53] CNC(=O)NC(=O)CN1C(=O)NC2(CCOc3ccccc32)C1=O (stereo unspecified)
    13.8	-36.9	-9.7	-0.6	10.6	-0.9	-6.5	-1.0
[54] COCC1OS(=O)(=O)NC(CC(=O)SC(C)(C)C)C1C (stereo unspecified)
    1.5	10.3	-5.9	-1.4	-13.1	-1.6	6.8	-0.2
[55] CCn1ncc(Br)c1C(=O)Nc1ccc(OC(F)(F)F)cc1
    nt	1.6	8.4	-11.1	-8.4	-0.3	-20.0	1.2
[56] Cc1cc(C)cc(NC(=O)CCn2cnc3cc(C)c(C)cc32)c1
    -0.1	nt	-12.6	-2.6	nt	nt	-16.5	nt
[57] O=C(Nc1ccc(F)cc1)N1C[C@@H]2[C@H](c3ccccc31)[C@H](CO)N2C(=O)c1ccncc1
    3.6	-3.5	-16.2	13.8	-5.5	-4.4	10.1	-4.3

Ordered by number of heavy atoms (low to high): some entries from above
The line under a structure holds: PGC1a acetyl inh	Statin myotox sup	PAX8 reporter	ARNT TACC3 PPI	LGR2 inh	Cneo AK release	GSIS activator	PglD inh
[53] CNC(=O)NC(=O)CN1C(=O)NC2(CCOc3ccccc32)C1=O (stereo unspecified)
    13.8	-36.9	-9.7	-0.6	10.6	-0.9	-6.5	-1.0
[49] COc1cc(OC)cc(-c2c(-c3ccc(C(C)=O)cc3)c3cc(-c4cccc5[nH]ccc45)ccc3n2C)c1
    -24.8	-9.4	48.0	-4.5	1.0	5.1	4.4	-1.6
[50] C[C@@H]1CCCCO[C@H](CN(C)Cc2ccccc2)[C@H](C)CN([C@@H](C)CO)C(=O)c2cc(NC(=O)c3ccncc3)ccc2O1
    0.1	nt	-7.0	3.3	-1.0	-2.9	3.9	1.4
